Assay outcomes (PubChem BioAssay)
TRHR agonist = qHTS for Small Molecule Agonists and Allosteric Enhancers of Human TRH Receptor: Primary Screen for Agonists. Thyrotropin-releasing hormone receptor (Homo sapiens), P34981. AID 493084, 2011. TRHR cells, calcium flux fluo-8, FDSS agonist mode. activation, % at 2 µM. 0.18% of 360,000 active; in the data active = activation above about 30%; also: 0% is about no effect
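Steps: seed TRHR cells overnight; add fluo-8 no-wash Ca dye, RT 30 min–1.5 h; record 10 s baseline; pin-transfer compounds; monitor fluorescence 1 cycle/s for the agonist window. Calcium increases flag candidate agonists.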
D2 antag = HTS Assay for Allosteric Antagonists of the Human D2 Dopamine Receptor: Primary Screen for Antagonists; D(2) dopamine receptor (Homo sapiens), P14416; HEK293 TREx D2 cells, calcium flux, dopamine EC80; inhibition, % at 10 µM; 2% of 340,000 active; in the data active = inhibition above about 30%; also: 0% is about no effect
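Tetracycline-induced HEK293 TREx cells expressing D2 receptor forced-coupled to calcium signalling, loaded with no-wash calcium dye. Compounds added and calcium flux read 180 s, then dopamine added at EC80 and read a further 180 s.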
USP1-UAF1 inh = Inhibitors of USP1/UAF1: Primary Screen; Potency, µM (top dose mostly 57.1 µM), for inactives: top-dose activity change, negative = inhibition, hits mostly inhibitors; recombinant USP1/UAF1, Ub-Rhodamine cleavage fluorescence; AID 743255, 2014; 0.23% of 390,000 active; Ubiquitin carboxyl-terminal hydrolase 1 (Homo sapiens), O94782; also: potency is read from the fitted curve at half-maximal effect; % is scaled to controls: 0 for no effect and ±100 for the full control effect; nearly all actives have a fitted effect of over 60% in size; inactives centre near -12
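High-throughput fluorogenic screen: 1nM USP1/UAF1 complex, Ub-Rho substrate 150nM final, 50mM HEPES pH 7.8 with 0.5mM EDTA, 0.1 mg/ml BSA, 1mM TCEP and 0.01% Tween-20.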
IDH1 R132H inh = qHTS for Inhibitors of mutant isocitrate dehydrogenase 1 (IDH1): qHTS; 0.093% of 390,000 active; IDH1-R132H enzyme, NADPH consumption, diaphorase/resazurin fluorescence; Isocitrate dehydrogenase [NADP] cytoplasmic (Homo sapiens), O75874; Potency, µM (titrated, usually from 76.6 µM), for the others: top-dose activity change, negative = inhibition, most hits filed as inhibitors; also: potency is read from the fitted curve at half-maximal effect; % is scaled to controls: 0 for no effect and ±100 for the full control effect; nearly all actives have a fitted effect of over 65% in size
Target sequence (O75874 whole entry R132H, stated change not applied): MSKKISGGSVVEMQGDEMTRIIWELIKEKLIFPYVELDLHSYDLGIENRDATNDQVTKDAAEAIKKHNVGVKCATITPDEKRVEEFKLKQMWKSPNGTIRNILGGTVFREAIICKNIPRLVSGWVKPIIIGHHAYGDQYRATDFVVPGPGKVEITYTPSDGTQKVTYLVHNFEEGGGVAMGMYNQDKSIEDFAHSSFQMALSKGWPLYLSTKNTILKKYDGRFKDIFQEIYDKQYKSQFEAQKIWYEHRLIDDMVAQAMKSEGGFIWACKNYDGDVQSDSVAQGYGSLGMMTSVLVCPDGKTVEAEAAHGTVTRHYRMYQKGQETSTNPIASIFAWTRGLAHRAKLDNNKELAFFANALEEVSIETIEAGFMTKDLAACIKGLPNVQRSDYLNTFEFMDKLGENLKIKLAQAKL
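IDH1-R132H (0.5 ug/mL) preincubated 30 min with compound, then NADPH (0.016 mM) and alpha-KG (2 mM) added; 80 min at RT, pH 7.5. Remaining NADPH coupled via diaphorase/resazurin to fluorescence (540/590 nm); concentration-response curves normalized to no-enzyme control.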
rTrxR1 inhibitor = qHTS Assay for Inhibitors of Mammalian Selenoprotein Thioredoxin Reductase 1 (TrxR1): qHTS; 1% of 390,000 active; Potency, µM (titrated, usually from 114 µM), without a hit: at the top dose activity change, negative = inhibition, actives largely listed as inhibitors; Thioredoxin reductase 1, cytoplasmic (Rattus norvegicus), O89049; recombinant rTrxR1, NADPH fluorescence consumption, selenite substrate; also: potency is read from the fitted curve at half-maximal effect; % is scaled to controls: 0 for no effect and ±100 for the full control effect; nearly all actives have a fitted effect of over 65% in size
Target sequence (O89049 whole entry, looked up): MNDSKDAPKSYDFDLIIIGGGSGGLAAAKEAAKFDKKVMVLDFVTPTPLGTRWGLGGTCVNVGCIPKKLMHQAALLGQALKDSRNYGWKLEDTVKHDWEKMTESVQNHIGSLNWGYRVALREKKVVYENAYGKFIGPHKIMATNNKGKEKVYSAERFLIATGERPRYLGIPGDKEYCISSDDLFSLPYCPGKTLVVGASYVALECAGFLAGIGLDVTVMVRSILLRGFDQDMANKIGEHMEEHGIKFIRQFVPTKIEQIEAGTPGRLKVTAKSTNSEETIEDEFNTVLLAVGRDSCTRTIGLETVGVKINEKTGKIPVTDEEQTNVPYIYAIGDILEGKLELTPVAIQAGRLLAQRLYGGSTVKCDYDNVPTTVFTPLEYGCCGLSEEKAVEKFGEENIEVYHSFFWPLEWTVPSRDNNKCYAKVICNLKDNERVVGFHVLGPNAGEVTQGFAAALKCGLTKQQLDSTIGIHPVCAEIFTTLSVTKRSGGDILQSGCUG
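Rat TrxR1 (90 nM in the dispensed reagent) was pre-reduced with 400 uM NADPH for 5 min at room temperature, then incubated with compound for 15 min. After 400 uM selenite was added, NADPH fluorescence (Ex 340/Em 450 nm) was followed for 8 min.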
TRHR PAM = qHTS for Small Molecule Agonists and Allosteric Enhancers of Human TRH Receptor: Primary Screen for Enhancers; TRHR cells, fluo-8 calcium fluorescence, EC20 TRH enhancement; Thyrotropin-releasing hormone receptor (Homo sapiens), P34981; AID 493056, 2011; enhancement, % at 2 µM; 0.66% of 360,000 active; in the data active = enhancement above about 30%; also: 0% is about no effect
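TRHR-expressing cells loaded with fluo-8 calcium dye were read kinetically (ex 480/em 530) during compound addition, then stimulated with an EC20 of TRH (10 nM final). Enhancement of the Gq-mediated intracellular calcium response was scored.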
D2 agonist = HTS Assay for Allosteric Agonists of the Human D2 Dopamine Receptor: Primary Screen for Agonists; AID 485358, 2010; HEK293 T-REx D2 cells, calcium flux agonist mode; D(2) dopamine receptor (Homo sapiens), P14416; 0.53% of 340,000 active; activation, % at 2 µM;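 active = activation over 3 SD above normal in the single-dose calcium agonist read, cut at about 30% in these data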; also: 0% is about no effect
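Tetracycline-induced HEK293 Trex cells with D2 receptor force-coupled to calcium signaling, plated overnight at 30 C and loaded with no-wash calcium dye. Calcium flux read kinetically for 180 s after compound addition; responses flag agonists.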
TrxR1 substrate = qHTS Assay for Substrates of Mammalian Selenoprotein Thioredoxin Reductase 1 (TrxR1): qHTS. purified TrxR1 substrate turnover, NADPH consumption readout. Thioredoxin reductase 1, cytoplasmic (Rattus norvegicus), O89049. Potency, µM (series often up to 114 µM), inactives show at the top dose activity change, negative = substrate turnover. 0.01% of 390,000 active; also: potency is read from the fitted curve at half-maximal effect; % is scaled to controls: 0 for no effect and ±100 for the full control effect; nearly all actives have a fitted effect of over 50% in size
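Rat TrxR1, dispensed at 90 nM, was prereduced with 400 uM NADPH (final) for 5 min at ~22 deg C, then incubated with compound 15 min before 400 uM selenite. A first-read NADPH fluorescence drop versus no-compound background flagged substrates.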
Pin1 inh = qHTS Assay to Find Inhibitors of Pin1. 0.009% of 390,000 active. Peptidyl-prolyl cis-trans isomerase NIMA-interacting 1 (Homo sapiens), Q13526. Potency, µM (series often up to 115 µM), for the others: at the highest dose activity, negative = inhibition, most hits filed as inhibitors. AID 504891, 2011. Pin1 FP peptide displacement, HiFluor488, 10 min; active = well fitted inhibition curve with a large enough effect in the polarisation, with a control signal flat, not every such curve was filed as active; inconclusive = small, poorly fitted or top-dose-only effect, or effect the other way, or a change in a side signal; inactive = no such curve, though single readings can be large or run the other way; the % refers to the polarisation; also: potency is read from the fitted curve at half-maximal effect; % is scaled to controls: 0 for no effect and ±100 for the full control effect
Target sequence (Q13526 whole entry, looked up): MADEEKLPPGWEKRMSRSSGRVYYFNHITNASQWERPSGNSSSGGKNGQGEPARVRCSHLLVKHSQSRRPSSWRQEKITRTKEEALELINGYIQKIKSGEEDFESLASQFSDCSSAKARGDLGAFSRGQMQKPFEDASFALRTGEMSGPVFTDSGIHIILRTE
An asterisk follows results filed as active; ? = inconclusive; . = no result given; [ ] = another dose, or the depositor's remark. Unless noted, calls follow the shape of the dose curve; as a rule, active = well fitted inhibition curve with a large enough effect; inconclusive = small, poorly fitted or top-dose-only effect; inactive = no such curve, though single readings can be large or run the other way. An excerpt. The share of hits here may be higher or lower than overall.

SMILES	TRHR agonist	D2 antag	USP1-UAF1 inh	IDH1 R132H inh	rTrxR1 inhibitor	TRHR PAM	D2 agonist	TrxR1 substrate	Pin1 inh
CCN(CC)CCNC(=O)C(=O)Nc1cc2c3c(c1)CCN3C(=O)CC2	0.3	.	-20%	-3%	-5%	1	.	-10%	-1%
O=C(O)c1cc2c(o1)CCC/C2=N\O	0.0	-6	-18%	6%	21%	-1	-0.3	8%	1%
O=C(NCc1ccccc1)C1Nc2ccc(OC(F)(F)F)cc2C2C=CCC12 (stereo unspecified)	.	.	-26%	19%	6%	.	.	2%	-3%
CNC(=S)NNC(=O)CCn1nc(C)c(Br)c1C	0.3	-14	11%	7%	0%	-3	0.6	6%	-5%
CCc1ccc(NC(=O)N2CCN(c3ccccc3)CC2)cc1	0.2	29	-16%	-24%	8%	7	5.9	0%	4%
CCCCOP(=O)(OCCCC)C1(NS(=O)(=O)c2ccccc2)C=CC(=O)c2ccccc21 (stereo unspecified)	-0.3	-11	-23%	10%	-2%	-3	-0.3	-7%[57.1 µM]	1%
CCCn1c(N)c(N(CCOC)C(=O)c2ccccc2F)c(=O)[nH]c1=O	0.4	6	-12%	-9%	13%	-1	1.2	0%	-2%
Cc1cc(Nc2cccc(C(=O)O)c2)n2nc(C)nc2n1	0.3	.	-2%	-19%	-7%	-1	-0.3	-7%	1%
Cc1ccc(CNC(=O)COc2ccccc2-c2ccccc2)cc1	0.2	10	-26%	0%	9%	1	2.0	-9%[57.1 µM]	-2%
COc1ccc(C(=O)NCC(O)COc2ccc(C(C)(C)C)cc2)cc1[N+](=O)[O-] (stereo unspecified)	-0.6	-4	.	.	.	0	-0.9	.	.
CCN(C(=O)Cn1c(SCC(=O)Nc2ccc(OC)cc2)nc2ccccc21)c1cccc(C)c1	3.0	.	-9%	0%	5%[57.1 µM]	-3	.	0%[57.1 µM]	7%
O=C(Nc1ccccc1)Nc1sccc1-c1nc2ccccc2s1	0.3	1	-24%	32%[activator]	5%[57.1 µM]	5	0.4	7%[57.1 µM]	?
Cc1cc(C)c(NC(=O)CSc2ccnc(=O)[nH]2)c(C)c1	0.1	.	-22%	9%	16%[57.1 µM]	2	0.1	3%[57.1 µM]	4%
O=C(NCc1ccc(Cl)cc1)c1ccc(CSc2nc3ccncc3[nH]2)cc1	0.1	6	-5%	6%	11%	-1	-0.5	3%	2%
CCC(C(=O)N1CCN(c2cc(C)ccc2C)CC1)n1nc(C)n2c(cc3occc32)c1=O (stereo unspecified)	-1.1	.	-20%	7%	14%	3	1.0	2%	15%
CCCCOc1ccccc1NC(=O)CC1Nc2ccccc2NC1=O (stereo unspecified)	-0.8	3	-7%	4%	-1%	-3	0.0	9%	2%
COc1ccc(-c2n[nH]c(C)c2-c2cc(OC)ccc2O)cc1	0.8	-23	-14%	1%	-13%	-1	1.0	-2%	10%
Cc1cc(Oc2cnn(C(C)(C)C)c(=O)c2Cl)cc(C(C)C)c1	-0.5	-18	-25%	4%	-15%	4	-1.1	-7%	1%
CCCCN(CC)C(=O)c1ccc(-c2ccccc2)cc1	-0.3	2	-25%	4%	9%	-4	-0.6	2%	-9%
Cc1ccc(C(=O)Nc2ccc(-n3c(C)nc4ccccc4c3=O)cc2)cc1[N+](=O)[O-]	-0.3	.	-27%	7%	10%[57.1 µM]	3	-3.2	5%[57.1 µM]	-2%
Cc1ccc(NC(=S)N/N=C2\CC(C)(C)Oc3ccc(O)cc32)cc1	0.0	-2	-11%	4%	16%	4	8.5	6%	4%
Cn1c(C(=O)N2CCC(C(=O)NCCc3ccc(S(N)(=O)=O)cc3)CC2)cc2sccc21	0.6	.	1%	0%	15%	4	-0.3	7%	-2%
Cc1ccc(CC(=O)N(C)CC(=O)N(CC(C)C)c2c(N)n(CC(C)C)c(=O)[nH]c2=O)cc1C	-0.4	15	-17%	1%	13%	12	-1.4	9%	-1%
O=C(COC(=O)Cc1ccsc1)Nc1ccc(Br)cc1F	0.0	17	-18%	3%	4%	4	0.0	-2%	-5%
COc1ccc(N2CCN(c3oc(-c4ccccc4OC)nc3C#N)CC2)cc1	-0.8	7	?	3%	49%[activator][57.1 µM]	7	1.3	28%[57.1 µM]	22%

Later entries.
SMILES	TRHR agonist	D2 antag	USP1-UAF1 inh	IDH1 R132H inh	rTrxR1 inhibitor	TRHR PAM	D2 agonist	TrxR1 substrate	Pin1 inh
C=CCn1cnc2c(c1=O)c1nc3ccccc3nc1n2/N=C/c1ccccn1	0.8	8	-1%	8%	21%	-9	-0.5	28%	15%
O=C(O)CCCCCN1C(=O)C(=O)/C(=C(/O)c2ccccc2)C1c1ccccc1 (stereo unspecified)	-0.4	4	-9%	5%	-18%	-4	0.5	-19%	-4%
CCn1c(=O)c2ccccc2n(Cc2ccccc2C)c1=O	-2.3	5	0%	10%	19%	5	1.0	-4%	-11%
CCc1nnc(NC(=O)CCC(=O)NCCc2ccc(OC)c(OC)c2)s1	0.0	7	-6%	3%	-17%	8	0.4	-13%	-7%
CCN1C(=O)N[C@@H](c2ccccc2)[C@H](C(C)=O)[C@H]1C	.	.	27%	-7%	26%[57.1 µM]	.	.	11%[57.1 µM]	-6%
Cc1cc(-c2ccc(N=Nc3c(S(=O)(=O)O)cc4cc(S(=O)(=O)O)cc(N)c4c3O)c(C)c2)ccc1N=Nc1c(S(=O)(=O)O)cc2cc(S(=O)(=O)O)cc(N)c2c1O	1.4	17	.	.	.	13	-0.8	.	.
Cc1nn(CC(=O)NCCCN2CCCC2=O)c(C)c1[N+](=O)[O-]	.	.	-2%	0%	8%[57.1 µM]	.	.	17%[57.1 µM]	3%
O=C(Cc1ccccc1)Nc1ccc(N2CCCCC2)cc1	-0.5	.	-5%	-7%	5%	-4	.	-1%	5%
C=CCOC(=O)C1=C(C)OC(N)=C(C#N)C1c1ccc(OC)c(CSc2ccccn2)c1 (stereo unspecified)	-0.1	12	-22%	0%	10%	10	3.9	0%	1%
CCCCNS(=O)(=O)c1ccc(NC(=O)Cc2ccccc2[N+](=O)[O-])cc1	0.7	4	-10%	-1%	-12%[57.1 µM]	5	0.8	2%[57.1 µM]	-8%
Cc1cc2n(n1)C(c1ccccc1Cl)Nc1ccccc1-2 (stereo unspecified)	-0.9	21	-11%	12%	-2%	1	-0.4	6%	3%
COc1cc(OC)c2c(=O)c(OC)c(-c3ccc(OC)c(OC)c3)oc2c1	-0.2	12	-3%	-13%	-7%	2	-0.5	55%[activator]	?
COC(CNC(=O)c1cccc2c1C(=O)N(Cc1cccnc1)C2)OC	-2.2	-4	-14%	12%	14%[57.1 µM]	18	-1.6	15%[57.1 µM]	20%
COc1ccc(-c2noc(C3CCCN(C(=O)Nc4ccccc4F)C3)n2)cc1 (stereo unspecified)	-3.4	.	-27%	4%	18%[57.1 µM]	-3	.	-17%[57.1 µM]	-1%
O=C(OCC(O)C(O)COC(=O)c1ccccc1)c1ccccc1 (stereo unspecified)	1.0	21	-6%	6%	16%[57.1 µM]	6	-2.8	9%[57.1 µM]	-9%
COc1ccc(OC)c(-c2cc(C(=O)N/N=C/c3cc(OC)c(OC)cc3OC)c3ccccc3n2)c1	.	.	-5%	-5%	?	.	.	-7%	18%
CC(=O)c1cn(C)c(=O)[nH]c1=O	0.6	-2	-14%	13%	25%[57.1 µM]	4	0.8	7%	-8%
COCCN(C(=O)CSc1nnc(C)n1Cc1ccccc1)c1c(N)n(CC(C)C)c(=O)[nH]c1=O	0.3	-52	-2%	-10%	6%[57.1 µM]	4	0.6	5%[57.1 µM]	2%
O=C(Nc1ccccn1)c1cccc(S(=O)(=O)N2CCc3ccccc3C2)c1	-0.3	-1	-10%	4%	3%	-3	0.9	-9%	8%
S=c1[nH]nc(COc2ccccc2)n1Cc1ccccc1	0.2	-2	-1%	7%	-22%	5	0.4	-4%	4%
CCc1nc2ccccc2c(C(=O)OCC(=O)NC(=O)c2cccn2C)c1C	0.1	-7	-25%	4%	-4%	-4	0.0	-1%	11%
CC[C@H]1OC(=O)[C@H](C)[C@@H](O[C@H]2C[C@@](C)(OC)[C@@H](O)[C@H](C)O2)[C@H](C)[C@@H](O[C@@H]2O[C@H](C)C[C@H](N(C)C)[C@H]2O)[C@](C)(OC)C[C@@H](C)C(=O)[C@H](C)[C@@H](O)[C@]1(C)O	-0.1	-3	7%	3%	-9%	-1	-3.1	-6%	-2%
CCCNC(=O)C(=O)N/N=C/c1cccs1	-1.4	5	-14%	0%	-4%	1	0.7	-6%	0%

Two neighbouring compounds from above, for reference:
SMILES	TRHR agonist	D2 antag	USP1-UAF1 inh	IDH1 R132H inh	rTrxR1 inhibitor	TRHR PAM	D2 agonist	TrxR1 substrate	Pin1 inh
CCN(CC)CCNC(=O)C(=O)Nc1cc2c3c(c1)CCN3C(=O)CC2	0.3	.	-20%	-3%	-5%	1	.	-10%	-1%
O=C(O)c1cc2c(o1)CCC/C2=N\O	0.0	-6	-18%	6%	21%	-1	-0.3	8%	1%
